D2 agonist = agonists of human D2 dopamine receptor; 340,000 tested, 0.53% active; P14416; HEK293 T-REx D2 cells, calcium flux agonist mode; activation, % at 2 µM;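 active = activation over 3 SD above normal in the single-dose calcium agonist read, cut at about 30% in these data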; note: 0% is about no effect
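Agonism is scored from calcium flux in a force-coupled, inducible HEK293 cell line expressing D2, read kinetically for 180 s after compound addition against dopamine controls.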
Pin1 inh = inhibitors of human Pin1 | Q13526 | Pin1 FP peptide displacement, HiFluor488, 10 min | Potency, µM (highest dose often 115 µM), for the others: at the top dose activity, negative = inhibition, hits mostly inhibitors | 390,000 tested, 0.009% active | AID 504891; active = well fitted inhibition curve with a large enough effect in the polarisation, with a control signal flat, not every such curve was filed as active; inconclusive = small, poorly fitted or top-dose-only effect, or effect the other way, or a change in a side signal; inactive = no such curve, though single readings can be large or run the other way; the % refers to the polarisation; note: potency is the fitted concentration of half-maximal effect; % is set by controls: 0 for no effect and ±100 for the full control effect
Target sequence (Q13526 whole entry, looked up): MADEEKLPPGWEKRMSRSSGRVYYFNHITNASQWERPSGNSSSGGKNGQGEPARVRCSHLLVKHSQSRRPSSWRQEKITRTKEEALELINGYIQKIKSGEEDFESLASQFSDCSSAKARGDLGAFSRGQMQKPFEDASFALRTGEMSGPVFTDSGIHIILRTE
USP1-UAF1 inh = blocks the human USP1/UAF1 deubiquitinase complex. O94782. recombinant USP1/UAF1, Ub-Rhodamine cleavage fluorescence. Potency, µM (highest dose often 57.1 µM), without a hit: at the top dose activity change, negative = inhibition, most hits filed as inhibitors. 390,000 tested, 0.23% active. AID 743255; note: potency is the fitted concentration of half-maximal effect; % is set by controls: 0 for no effect and ±100 for the full control effect; nearly all actives have a fitted effect of over 60% in size; inactives centre near -12
Target sequence (O94782 whole entry, looked up): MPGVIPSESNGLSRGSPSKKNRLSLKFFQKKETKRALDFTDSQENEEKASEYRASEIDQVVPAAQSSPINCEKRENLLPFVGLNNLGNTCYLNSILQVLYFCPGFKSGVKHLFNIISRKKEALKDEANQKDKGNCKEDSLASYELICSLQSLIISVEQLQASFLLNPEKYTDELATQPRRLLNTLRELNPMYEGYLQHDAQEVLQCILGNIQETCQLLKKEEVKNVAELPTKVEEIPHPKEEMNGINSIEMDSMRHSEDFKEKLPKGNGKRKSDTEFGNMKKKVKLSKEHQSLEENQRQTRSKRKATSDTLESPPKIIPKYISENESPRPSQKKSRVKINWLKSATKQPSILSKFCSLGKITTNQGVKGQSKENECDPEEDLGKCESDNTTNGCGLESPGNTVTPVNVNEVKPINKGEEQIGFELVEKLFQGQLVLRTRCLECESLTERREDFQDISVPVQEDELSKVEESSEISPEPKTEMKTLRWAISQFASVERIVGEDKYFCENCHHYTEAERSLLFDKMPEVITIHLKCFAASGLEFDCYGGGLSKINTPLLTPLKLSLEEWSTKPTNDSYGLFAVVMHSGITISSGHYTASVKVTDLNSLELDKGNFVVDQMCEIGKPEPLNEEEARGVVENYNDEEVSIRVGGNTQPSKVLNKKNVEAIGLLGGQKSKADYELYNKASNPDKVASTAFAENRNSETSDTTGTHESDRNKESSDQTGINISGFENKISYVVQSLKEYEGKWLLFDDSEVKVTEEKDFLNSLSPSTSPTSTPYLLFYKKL
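USP1/UAF1 complex at 1 nM was preincubated with compound for 15 min at room temperature, then Ub-Rho substrate (150nM final) was added. Fluorescence (480/540 nm) was read kinetically, 6 reads every 60 seconds.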
TRHR agonist = TRH receptor (human) agonism; TRHR cells, calcium flux fluo-8, FDSS agonist mode; 360,000 tested, 0.18% active; P34981; activation, % at 2 µM; in the data active = activation above about 30%; note: 0% is about no effect
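Fluo-8-loaded TRHR cells; 10 s baseline, compound added, kinetic Ca2+ fluorescence read 1/s, agonist mode.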
rTrxR1 inhibitor = inhibitors of rat thioredoxin reductase 1. recombinant rTrxR1, NADPH fluorescence consumption, selenite substrate. O89049. 390,000 tested, 1% active. AID 588453. Potency, µM (doses to about 114 µM), for the others: top-dose activity change, negative = inhibition, actives largely listed as inhibitors; note: potency is the fitted concentration of half-maximal effect; % is set by controls: 0 for no effect and ±100 for the full control effect; nearly all actives have a fitted effect of over 65% in size
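Rat TrxR1 (90 nM in the dispensed reagent) was pre-reduced with 400 uM NADPH for 5 min at room temperature, then incubated with compound for 15 min. After 400 uM selenite was added, NADPH fluorescence (Ex 340/Em 450 nm) was followed for 8 min.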
TRHR PAM = TRH receptor (human) allosteric enhancement. P34981. TRHR cells, fluo-8 calcium fluorescence, EC20 TRH enhancement. enhancement, % at 2 µM. 360,000 tested, 0.66% active; in the data active = enhancement above about 30%; note: 0% is about no effect
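Enhancer read-out: after compound pinning and an initial kinetic agonist-mode read, an EC20 of TRH (10 nM final) was injected and fluo-8 calcium signal (Ex 480/Em 530) followed at 1 s/cycle for 100 cycles in TRHR-expressing cells.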
mIDH1 inhibitor = inhibitors of human mutant IDH1 R132H; IDH1-R132H enzyme, NADPH consumption, diaphorase/resazurin fluorescence; AID 602179; Potency, µM (series often up to 76.6 µM), inactives show top-dose activity change, negative = inhibition, most hits filed as inhibitors; 390,000 tested, 0.093% active; note: potency is the fitted concentration of half-maximal effect; % is set by controls: 0 for no effect and ±100 for the full control effect; nearly all actives have a fitted effect of over 65% in size
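IDH1-R132H (0.5 ug/mL dispensed) in pH 7.5 Tris buffer was preincubated 30 min with compound, then given a substrate mix of 0.016 mM NADPH and 2 mM alpha-KG for 80 min at room temperature; remaining NADPH was read by diaphorase/resazurin fluorescence.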
D2 antag = D2 dopamine receptor (human) antagonism | P14416 | 340,000 tested, 2% active | HEK293 TREx D2 cells, calcium flux, dopamine EC80 | inhibition, % at 10 µM; in the data active = inhibition above about 30%; note: 0% is about no effect
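Tetracycline-induced HEK293 TREx cells expressing D2 receptor forced-coupled to calcium signalling, loaded with no-wash calcium dye. Compounds added and calcium flux read 180 s, then dopamine added at EC80 and read a further 180 s.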
TrxR1 substrate = rat thioredoxin reductase 1 substrate activity; purified TrxR1 substrate turnover, NADPH consumption readout; O89049; 390,000 tested, 0.01% active; Potency, µM (top dose mostly 114 µM), for the others: at the highest dose activity change, negative = substrate turnover; note: potency is the fitted concentration of half-maximal effect; % is set by controls: 0 for no effect and ±100 for the full control effect; nearly all actives have a fitted effect of over 50% in size
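Rat TrxR1, dispensed at 90 nM, was prereduced with 400 uM NADPH (final) for 5 min at ~22 deg C, then incubated with compound 15 min before 400 uM selenite. A first-read NADPH fluorescence drop versus no-compound background flagged substrates.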
An asterisk follows results filed as active; ? = inconclusive; . = no result given; [ ] = another dose, or the depositor's remark. Unless noted, calls come from the whole dose curve; as a rule, active = well fitted inhibition curve with a large enough effect; inconclusive = small, poorly fitted or top-dose-only effect; inactive = no such curve, though single readings can be large or run the other way. This is a subset, so the mix of outcomes need not match the whole.

SMILES | D2 agonist | Pin1 inh | USP1-UAF1 inh | TRHR agonist | rTrxR1 inhibitor | TRHR PAM | mIDH1 inhibitor | D2 antag | TrxR1 substrate
C[C@@H]1C=CC(=O)O[C@@H]1c1ccc(C(F)(F)F)cc1 | -0.2 | . | . | -1.0 | . | -3.2 | . | 14.4 | .
Cc1cc(SCC(=O)NC2(C#N)CCCCC2)nc2c(C)cccc12 | 0.1 | 4.5% | -11.2% | 0.6 | -3.9% | -6.7 | 7.0% | -5.1 | -1.0%
COc1ccccc1N1CC(C(=O)OC(C)C(=O)N2CCCc3ccccc32)CC1=O (stereo not given) | 1.9 | 0.4% | -14.4% | -0.1 | 21.4% | -5.5 | 4.9% | -4.1 | 7.9%
C[C@@H]1C(=O)N(c2ccccc2)[C@@H]1c1ccncc1 | . | 4.3% | -28.1% | . | 11.3% | . | 4.1% | . | 2.5%
O=C(/C(N=Nc1cccc(C(F)(F)F)c1)=C(/O)c1cccs1)C(F)(F)F | 2.1 | ? | -2.4% | 1.7 | -6.6%[57.1 µM] | -0.1 | 4.3% | -11.6 | -5.6%[57.1 µM]
CCN(CC)c1ncnc2sc(C(=O)N3CCN(c4ccc(OC)cc4)CC3)c(C)c12 | -0.8 | 0.5% | 11.9% | -0.2 | -16.5%[57.1 µM] | -0.3 | -0.4% | 5.1 | -3.9%[57.1 µM]
c1ccc(Nc2ncnc3sccc23)cc1 | 0.3 | 1.7% | ? | 0.0 | 20.9% | 4.8 | -1.5% | -4.1 | 4.8%
O=c1cc(CO)oc(CN2CCN(c3ccccc3)CC2)c1O | 25.5 | -0.6% | 0.9% | 0.4 | -1.3%[57.1 µM] | 0.6 | 3.6% | -17.3 | -12.0%
COc1ccc(C)cc1NC(=O)CCn1nc(C)cc1C | 0.9 | -13.8% | -5.4% | 0.2 | 12.7%[57.1 µM] | 0.6 | 3.9% | . | 2.9%[57.1 µM]
COC(=O)c1[nH]c2ccc(C)cc2c1NC(=O)C(C)N1CCN(C2CCCCC2)CC1 (stereo not given) | 0.1 | 7.9% | -6.0% | 0.6 | -6.2% | -3.1 | -3.1% | 5.1 | 47.3%[activator]
Cc1cccc(CNc2ccc(C(CC(N)=O)NC(=O)Cc3cccc4ccccc34)cc2[N+](=O)[O-])c1 (stereo not given) | -0.5 | 42.4%[activator] | ? | -0.1 | 13.4% | 1.5 | 8.3% | 33.8* | 0.4%
Cc1ccc(-c2nnc(-n3nnc4ccccc43)c3ccccc23)cc1 | -0.9 | 5.3% | -11.8% | -0.4 | 7.3% | -3.2 | -7.2% | -10.3 | -0.8%
CN(C)c1ccc(-c2nc3ccccc3c(=O)[nH]2)cc1 | . | 5.3% | -1.3% | 0.7 | 2.6% | 5.1 | 3.2% | . | 2.5%
C=CC[C@H](CC(=O)N(CCO)Cc1ccccc1)C(=O)N[C@H](COC(=O)[C@@H](CC=C)Cc1ccc(F)cc1)Cc1c[nH]c2ccccc12 | . | 0.6% | -14.0% | . | 22.8% | . | 7.5% | . | 0.5%
CCOC(=O)N1CCN(c2c(N3CCN(c4ccccc4F)CC3)c(=O)c2=O)CC1 | 0.2 | 5.7% | -0.6% | 0.0 | 6.5%[0.0914 µM] | 0.8 | 1.5% | -3.1 | -9.6%
O=C(Cn1nc(-c2ccco2)ccc1=O)Nc1ccc(Br)cc1 | 0.8 | 0.3% | -20.7% | 0.6 | 39.8µM* | -7.8 | 0.0% | 4.8 | 20.5%
C/C(=N/NC(=O)CNC(=O)c1ccccn1)c1ccc([N+](=O)[O-])cc1 | -1.0 | 108.4%[activator] | -20.0% | -0.3 | 7.7%[57.1 µM] | -0.9 | 0.0% | -11.3 | -2.2%[57.1 µM]
CCCCCOc1ccc(C(=O)OCC(=O)Nc2cc(C)on2)cc1 | 1.2 | 0.6% | 1.7% | 1.5 | -8.0% | 31.3* | 5.3% | -1.1 | -14.3%
CCc1ccc(C(=O)CCC(=O)Nc2ccc(OC)c(S(=O)(=O)N3CCCCC3)c2)cc1 | 0.1 | 15.7% | -15.1% | 0.4 | -1.1% | 0.1 | -0.9% | 12.6 | -2.1%
C=CCSc1nnc(CNC(=O)c2ccc(Cl)cc2)n1CC | -1.3 | 7.4% | -16.1% | -0.1 | 8.6% | 2.1 | 22.0% | -7.5 | 2.8%
CCOCCc1nnc(NC(=O)CS(=O)(=O)Cc2ccccc2)s1 | 1.1 | 8.3% | -22.7% | 2.1 | 5.6% | -3.5 | 5.1% | 0.4 | 2.1%
COCCCn1c(=NC(=O)c2ccccc2)c(C#N)cc2c(=O)n3cccc(C)c3nc21 | 0.9 | -9.0% | -6.0% | 2.8 | 174.9% | -5.0 | -2.3% | 21.8 | 167.3%[activator][57.1 µM]
Cc1ccc(NC(=S)NC2CCCC2)cc1C | -1.2 | 3.2% | -22.2% | -2.0 | 1.6% | 6.2 | -3.3% | -1.9 | 6.1%
COC(=O)CN(n1cnnc1)S(=O)(=O)c1ccccc1 | 0.1 | -0.1% | -11.6% | -1.5 | -19.1% | 3.2 | 0.1% | 16.2 | -8.5%
Cc1ccc2cc3c(N)c4c(C)ccc(C)c4nc3nc2c1 | 0.8 | ? | -8.2% | 4.2 | 16.4% | -17.0 | ? | -5.0 | 9.7%

Brought forward from above: 3 compounds, followed by the next part.
SMILES | D2 agonist | Pin1 inh | USP1-UAF1 inh | TRHR agonist | rTrxR1 inhibitor | TRHR PAM | mIDH1 inhibitor | D2 antag | TrxR1 substrate
Cc1ccc(NC(=S)NC2CCCC2)cc1C | -1.2 | 3.2% | -22.2% | -2.0 | 1.6% | 6.2 | -3.3% | -1.9 | 6.1%
COC(=O)CN(n1cnnc1)S(=O)(=O)c1ccccc1 | 0.1 | -0.1% | -11.6% | -1.5 | -19.1% | 3.2 | 0.1% | 16.2 | -8.5%
Cc1ccc2cc3c(N)c4c(C)ccc(C)c4nc3nc2c1 | 0.8 | ? | -8.2% | 4.2 | 16.4% | -17.0 | ? | -5.0 | 9.7%
COC(=O)C1C(=O)C(C(=O)/C=C/c2ccccc2)C(=O)CC1(C)C (stereo not given) | 10.2 | -1.0% | -4.7% | -0.2 | -7.1% | -2.6 | -0.1% | -46.0 | -7.0%
CCC(=O)Nc1ccccc1N1CCN(S(C)(=O)=O)CC1 | -2.1 | 8.1% | 13.6% | 0.0 | -12.7% | -19.9 | -5.5% | 26.1 | -4.3%
COc1ccccc1N(CC(=O)Nc1cc(C)cc(C)c1)S(C)(=O)=O | -2.4 | -1.7% | -16.0% | -1.7 | -4.4% | 5.9 | 9.7% | . | 0.1%
O=C(Cn1ccn(-c2ccc(F)cc2)c(=O)c1=O)Nc1ccccc1C(F)(F)F | 0.1 | 3.1% | -6.4% | 0.1 | 4.2% | -1.4 | 7.0% | . | -1.4%
Cc1cccc(C(=O)NC(=S)Nc2ccc(Cc3ccncc3)cc2)c1 | -1.4 | 80.3%[activator] | -10.1% | 0.7 | -28.3%[57.1 µM] | -3.7 | -0.6% | 1.9 | -1.9%[57.1 µM]
Cc1cc(O)cc(O[C@H]2OC(CO)[C@H](O)[C@@H](O)[C@H]2O)c1 (stereo not given in full) | -0.4 | -13.8% | ? | 0.0 | 38.3% | 1.2 | 7.4% | 0.8 | 9.6%
Nc1nc(SCc2ccccc2)c2ncn(C3CCCCC3)c2n1 | . | 1.4% | -3.3% | . | 0.8%[2.29 µM] | . | 0.9% | . | 4.3%[57.1 µM]
CCCCOc1ccc(C(C)NC(=O)C2CCCN(S(=O)(=O)CCC)C2)cc1 (stereo not given) | 1.0 | 3.3% | -11.0% | -0.3 | 8.4% | 4.1 | -0.5% | -19.2 | -2.3%
CCOC(=O)c1ccc(NC(=S)N2CCCC(C)C2)cc1 (stereo not given) | 1.3 | 5.8% | -9.2% | -0.3 | 17.5%[57.1 µM] | 4.5 | 11.1% | 28.2 | -14.1%[57.1 µM]
CN(CC(=O)NCc1ccco1)S(=O)(=O)c1ccc2c(c1)c(=O)n(C)c(=O)n2C | 0.2 | 5.9% | -11.6% | 0.4 | 8.4% | 9.3 | 22.9% | 0.5 | 2.2%
Cc1cc(/C=N\NC(=O)COc2cccc3cccnc23)c(C)n1-c1ccc(Br)cc1 | . | 18.4% | -14.9% | -1.2 | -0.7% | 16.1 | 1.2% | . | -2.4%
C=CCn1c(SCC(=O)N2CCc3ccccc3C2)nnc1-c1ccncc1 | 0.9 | 2.8% | -6.8% | 0.5 | 8.3% | 4.5 | 0.9% | 6.8 | 8.1%[57.1 µM]
COCCNC(=O)c1c[nH]n2c(=O)cc(C3CCN(C(=O)OC(C)(C)C)CC3)nc12 | . | -2.4% | 2.2% | 0.9 | 5.4% | 0.4 | 3.5% | . | 19.5%
C/C(=N\NC(=O)c1ccccc1O)C1C(=O)c2ccccc2C1=O | 0.2 | ? | -22.1% | -0.2 | -13.8% | -3.8 | 2.2% | 2.2 | -5.9%
O=C(NC1(C(F)(F)F)OCCO1)c1ccc(F)cc1 | . | -4.1% | -14.0% | 0.3 | 26.1% | -3.0 | -3.5% | . | 0.7%
CCCS(=O)(=O)NCCc1cc2c(OC)ccc(OC)c2[nH]c1=O | -0.4 | -0.5% | -3.3% | 0.8 | -8.3% | -8.9 | -0.1% | -10.9 | -2.2%
COc1ccccc1CNC(=O)CCS(=O)(=O)c1ccc2c(c1)oc(=O)n2C | -0.2 | -4.4% | -19.1% | 0.2 | 9.3% | -7.9 | 6.2% | . | 0.9%
CC1CCN(S(=O)(=O)c2ccc3c(c2)c(=O)c(C(=O)NCc2ccccc2Cl)cn3C)CC1 | 0.4 | . | . | -0.9 | . | 2.2 | . | -3.2 | .
O=C(O)CCn1cc(-c2ccc(Cl)cc2)nc1-c1ccc(Cl)nc1 | 0.2 | -3.1% | -7.8% | 0.2 | 10.6%[57.1 µM] | -6.0 | -3.2% | -3.7 | -2.0%[57.1 µM]
